Rtt109 HAT inh – C. albicans Rtt109 histone acetyltransferase inhibition | hit rate 0.16% among 330,000 | Q5AAJ8 | inhibition, % at 34.9 µM | purified Rtt109/Vps75, ThioGlo CoA-SH fluorescence, 4 h;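 active = inhibition of at least 50% in every replicate; inconclusive = best replicate reaches 50% inhibition but some replicates fall short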
CAL PDZ FP-1 – inhibitors of human CAL PDZ peptide binding; AID 504414; purified CAL PDZ, TMR-peptide fluorescence polarization, 1 h; hit rate 0.02% among 330,000; inhibition, % at 20 µM;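 active = highest replicate inhibition of at least 40%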;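 note: plate controls were DMSO neutral control wells for no effect and unlabeled competitor peptide control wells for full effect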
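System: tagged CAL PDZ domain. Schedule: 1 h room-temperature incubation prior to read. Signal: fluorescence polarization (mP). Measure: percent inhibition from loss of millipolarization.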
MITF TRPM1 HTS – activators of MITF-driven TRPM1 promoter activity in SK-MEL-5 cells; SK-MEL-5 TRPM1-promoter luciferase, 24 h; % of positive control, neutral wells = 0; activation, % at 12.5 µM; hit rate 0.75% among 300,000;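 active = mean activation of at least 80% with every replicate also reaching 80%; inconclusive = mean reaches 80% but some replicate falls short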;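 note: 0% = neutral control wells and 100% = parthenolide positive control wells; values of inactives mirror those of a sister screen read the other way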
CAL PDZ FP-2 – CAL PDZ (human) peptide binding inhibition. Q9HD26. purified CAL PDZ, TMR-peptide fluorescence polarization, 1 h. inhibition, % at 24.9 µM. hit rate 0.92% among 300,000. AID 602252;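 active = mean inhibition of at least 30% with at least half of replicates also reaching 30%; inconclusive = no clear call, values can overlap the other calls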;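 note: 0% = DMSO neutral control and 100% = excess unlabeled competitor peptide PRC23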
dFosB activator – mouse delta FosB homodimer activation. hit rate 0.99% among 340,000. AID 493131. purified delta FosB, TAMRA-CDK5 oligo fluorescence polarization; percent of positive-control signal above neutral wells. P13346. activation, % at 25 µM;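 active = mean activation above about 17%, with every replicate also reaching it, limit read from the data, passing the limit was not always enough; inconclusive = only one of the two conditions met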;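 note: fluorescence polarization rise as delta FosB binds a TAMRA Cdk5 AP-1 oligo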
SR-BI HDL uptake – inhibitors of mouse SR-BI mediated HDL lipid uptake; Q61009; ldlA[mSR-BI] CHO cells, DiI-HDL uptake fluorescence, 3 h; inhibition, % at 12.5 µM; hit rate 0.96% among 320,000; AID 488896;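 active = mean replicate inhibition of at least 70% and a set share of replicates each scoring 70 or more; inconclusive = meets just one of the two criteria; inactive = fails both criteria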;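 note: 0% = median of neutral control wells and 100% = median of positive control wells; values of inactives mirror those of a sister screen read the other way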
PfHsp90 yeast 2 – reduces growth (ATP signal) of yeast expressing P. falciparum Hsp90; S. cerevisiae expressing PfHsp90, BacTiter-Glo ATP, 48 h; yeast lacking PDR1 and PDR3 efflux regulators; hit rate 0.32% among 310,000; inhibition, % at 9.4 µM;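 active = every replicate shows inhibition above about 80%, whatever the replicate mean, limit read from the data; inconclusive = mean inhibition reaches the set limit but some replicate falls short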;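 note: 0% = DMSO neutral controls and 100% = 20 µM radicicol positive controls; yeast relying on Plasmodium falciparum Hsp90 in place of its own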
PvdQ inh – blocks Pseudomonas aeruginosa PvdQ acylase activity. purified PvdQ acylase, fluorescence plate reader. inhibition, % at 10 µM. hit rate 0.063% among 340,000. AID 488965; in the data active = inhibition above about 30%, passing the limit was not always enough; inconclusive = no clear call, values can overlap the other calls;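 note: 0% = vehicle neutral wells and 100% = reference inhibitor wells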
NSD2 HMT inh – inhibitors of human histone methyltransferase NSD2; O96028; inhibition, % at 12.5 µM; hit rate 0.54% among 310,000; AID 743445; NSD2 peptide methylation, AlphaScreen, 120 min; in the data active = inhibition above about 50%
Target sequence (O96028 whole entry, looked up): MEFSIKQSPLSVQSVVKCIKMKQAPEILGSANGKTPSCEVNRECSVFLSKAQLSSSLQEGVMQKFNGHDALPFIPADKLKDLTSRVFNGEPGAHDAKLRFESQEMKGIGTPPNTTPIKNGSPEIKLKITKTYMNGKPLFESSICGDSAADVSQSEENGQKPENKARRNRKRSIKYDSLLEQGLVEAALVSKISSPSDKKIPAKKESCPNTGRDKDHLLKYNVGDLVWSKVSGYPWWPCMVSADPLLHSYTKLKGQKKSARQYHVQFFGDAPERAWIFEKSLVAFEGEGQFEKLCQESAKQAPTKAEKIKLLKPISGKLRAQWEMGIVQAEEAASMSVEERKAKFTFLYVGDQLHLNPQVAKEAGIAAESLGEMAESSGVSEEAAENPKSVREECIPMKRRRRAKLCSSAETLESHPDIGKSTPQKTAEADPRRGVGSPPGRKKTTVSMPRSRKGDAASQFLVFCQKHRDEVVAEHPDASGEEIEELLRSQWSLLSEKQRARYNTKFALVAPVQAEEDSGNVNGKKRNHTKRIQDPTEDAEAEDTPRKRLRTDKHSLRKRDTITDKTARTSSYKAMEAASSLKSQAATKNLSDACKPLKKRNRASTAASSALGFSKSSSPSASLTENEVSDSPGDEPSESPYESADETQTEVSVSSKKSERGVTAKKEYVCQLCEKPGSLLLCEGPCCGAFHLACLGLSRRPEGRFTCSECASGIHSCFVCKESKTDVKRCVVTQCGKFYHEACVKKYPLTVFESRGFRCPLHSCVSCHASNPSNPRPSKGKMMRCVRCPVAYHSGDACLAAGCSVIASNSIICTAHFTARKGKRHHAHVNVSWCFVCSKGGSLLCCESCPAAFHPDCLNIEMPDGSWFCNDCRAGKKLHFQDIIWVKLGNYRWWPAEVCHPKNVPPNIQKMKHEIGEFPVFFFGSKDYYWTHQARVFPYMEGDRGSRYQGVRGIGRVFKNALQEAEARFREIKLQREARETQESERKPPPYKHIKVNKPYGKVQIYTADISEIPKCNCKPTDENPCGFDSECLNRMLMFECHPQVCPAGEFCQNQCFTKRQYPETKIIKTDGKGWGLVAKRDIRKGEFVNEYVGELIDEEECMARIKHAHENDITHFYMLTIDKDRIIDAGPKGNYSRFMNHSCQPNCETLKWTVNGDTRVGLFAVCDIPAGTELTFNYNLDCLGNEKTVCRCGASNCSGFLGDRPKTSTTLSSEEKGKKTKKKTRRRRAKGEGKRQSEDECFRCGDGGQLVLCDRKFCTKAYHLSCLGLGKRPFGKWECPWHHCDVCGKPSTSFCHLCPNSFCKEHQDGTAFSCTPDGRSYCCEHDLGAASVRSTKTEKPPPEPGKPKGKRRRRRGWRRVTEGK
SR-BI DiI-HDL act – enhances SR-BI lipid uptake from DiI-HDL; CHO ldlA[mSR-BI] cells, DiI-HDL uptake fluorescence, 3 h; 100 = double the neutral-control signal; activation, % at 12.5 µM; hit rate 0.096% among 320,000; AID 504775;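 active = mean replicate activation of at least 60% and every replicate at or above 60%; inconclusive = mean or all-replicate condition met, but not both; inactive = mean below 60% and not all replicates reaching 60%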;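 note: 0% = median plate neutral-control signal and 100% = twice that signal; values of inactives mirror those of a sister screen read the other way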
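Test system: SR-BI-overexpressing, LDLR-lacking CHO cells. Measured by: DiI fluorescence, bottom read. Medium: Ham's F12 with 0.5% BSA, HEPES 25 mM, pH 7.4. Timing: 3 h uptake period with compound, 37 °C.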
Starred values were filed as active, the others as inactive; ? = inconclusive; . = not tested or not shown.

cpd	Compound	Rtt109 HAT inh	dFosB activator	SR-BI DiI-HDL act	PfHsp90 yeast 2	PvdQ inh	MITF TRPM1 HTS	CAL PDZ FP-2	CAL PDZ FP-1	NSD2 HMT inh	SR-BI HDL uptake
1	O=C(Nc1ccc(NC(=O)C23CC4CC(CC(C4)C2)C3)cc1)c1cc(F)c(F)cc1Cl	-3	4	-10	4	0	4	-2	-1.4	-1	10
2	COc1ccc(OC)c(C2NC(=O)NC(C)=C2C(=O)OCc2ccccc2)c1 (configuration not stated)	5	-5	16	-5	6	.	-7	-2.7	-1	-16
3	CCCCOC(=O)C1=C(C)NC(=O)NC1c1ccc(N(C)C)cc1 (configuration not stated)	-2	-5	-2	-1	-13	2	.	-1.1	0	2
4	Cc1ccc(S(=O)(=O)NC2CC2)cc1[N+](=O)[O-]	3	3	11	-5	14	.	-6	-0.8	-3	-11
5	CC(C)(C)c1ccc(C(=O)/C=C2\NC(=O)CS2)cc1	.	0	.	21	8	48	5	-2.7	1	.
6	Cc1ccc(CNC(=O)CN(Cc2ccccc2)S(C)(=O)=O)cc1	.	-4	8	-14	4	-2	-5	-1.7	-5	-8
7	Cc1cc(/C=N/NC(=O)CC2(C)OCCO2)c(C)n1-c1ccc(Cl)c(Cl)c1	4	-6	-17	8	-9	-5	-5	-1.0	6	17
8	O=C(COc1coc(CN2CCc3ccccc3C2)cc1=O)Nc1cccc(F)c1	-17	-9	2	-3	-16	7	-1	-0.8	-1	-2
9	O=C(Cn1ncc2c3ccccc3n(Cc3ccccc3)c2c1=O)NCc1ccco1	-12	-10	.	-5	-16	4	-5	-0.1	2	.
10	COc1ccc(CC(=O)N2CCC(Nc3nc4ccccc4n3Cc3ccc(F)cc3)CC2)cc1	?	2	-51	-31	-17	-2	-11	-1.2	-2	51
11	CCn1c(SCC(=O)Nc2cc(C)ccc2C)nnc1-c1cnccn1	3	-7	16	8	24	.	-7	-0.1	-3	-16
12	COc1ccc(CC(=O)n2[nH]c(=O)cc(C)c2=O)cc1OC	27	-5	9	4	-9	.	-2	-0.1	-1	-9
13	COc1ccc(CC(=O)NNC(=O)c2ccc(SCc3cc(F)ccc3F)c([N+](=O)[O-])c2)cc1	0	13	-43	2	-16	5	.	-2.3	0	43
14	COC(=O)N/N=C/c1ccccc1OCc1ccccc1	-1	0	-52	-5	-10	16	0	-0.9	3	52
15	Cn1cc(CN2CCCC(CNS(=O)(=O)c3cccc4cccnc34)C2)cn1 (configuration not stated)	34	-4	17	2	0	-5	-4	-1.4	1	-17
16	CC1(C)OC(=CC=Nc2ccc(Cl)cc2)OC1(C)C	-22	-9	22	4	-12	.	-2	0.2	-3	-22

Reformatted in transposed form: 5 of the compounds above
#6 Cc1ccc(CNC(=O)CN(Cc2ccccc2)S(C)(=O)=O)cc1
#7 Cc1cc(/C=N/NC(=O)CC2(C)OCCO2)c(C)n1-c1ccc(Cl)c(Cl)c1
#8 O=C(COc1coc(CN2CCc3ccccc3C2)cc1=O)Nc1cccc(F)c1
#9 O=C(Cn1ncc2c3ccccc3n(Cc3ccccc3)c2c1=O)NCc1ccco1
#10 COc1ccc(CC(=O)N2CCC(Nc3nc4ccccc4n3Cc3ccc(F)cc3)CC2)cc1

| compound no. | 6 | 7 | 8 | 9 | 10 |
| --- | --- | --- | --- | --- | --- |
| Rtt109 HAT inh | . | 4 | -17 | -12 | ? |
| dFosB activator | -4 | -6 | -9 | -10 | 2 |
| SR-BI DiI-HDL act | 8 | -17 | 2 | . | -51 |
| PfHsp90 yeast 2 | -14 | 8 | -3 | -5 | -31 |
| PvdQ inh | 4 | -9 | -16 | -16 | -17 |
| MITF TRPM1 HTS | -2 | -5 | 7 | 4 | -2 |
| CAL PDZ FP-2 | -5 | -5 | -1 | -5 | -11 |
| CAL PDZ FP-1 | -1.7 | -1.0 | -0.8 | -0.1 | -1.2 |
| NSD2 HMT inh | -5 | 6 | -1 | 2 | -2 |
| SR-BI HDL uptake | -8 | 17 | -2 | . | 51 |

New compounds follow.
cpd	Compound	Rtt109 HAT inh	dFosB activator	SR-BI DiI-HDL act	PfHsp90 yeast 2	PvdQ inh	MITF TRPM1 HTS	CAL PDZ FP-2	CAL PDZ FP-1	NSD2 HMT inh	SR-BI HDL uptake
17	O=C(O)CN1C(=O)CC(Cc2ccc(Cl)cc2)C1=O (configuration not stated)	6	1	-27	4	3	.	-3	-1.0	0	27
18	O=C1c2cccc(OCC(=O)N3N=C(c4cccs4)CC3c3ccc(F)cc3)c2CCN1Cc1cccnc1 (configuration not stated)	1	4	-4	28	-9	-4	-4	-2.3	2	4
19	OC(COc1ccccc1)CSc1ncn[nH]1 (configuration not stated)	1	1	.	1	-20	-6	.	1.5	-1	.
20	CCc1nn(CC(=O)NCc2ccccc2Cl)c(=O)c2cccn12	3	-4	-2	-21	-11	1	-5	-7.7	-2	2
21	CN(c1ccc(C(=O)Nc2ccc(CC#N)cc2)cc1)S(C)(=O)=O	4	-3	6	-20	-21	2	.	0.5	-1	-6
22	O=C(CSc1n[nH]c(-c2cccnc2)n1)Nc1ccccc1	-3	0	-1	-9	-8	-11	-2	-1.4	0	1
23	O=C(NC(=S)NNC(=O)c1cnccn1)c1ccc(F)cc1	-28	-9	0	-65	-11	-1	0	0.3	6	0
24	COc1cccc(NC(=O)COC(=O)CNC(=O)C2CCCCC2)c1	-1	-16	39	6	-7	-12	0	-2.6	-2	-39
25	COc1ccc(C(=O)C(CN2CCOCC2)c2ccccc2)cc1F (configuration not stated)	10	-8	-7	8	-8	-54	-1	-0.6	.	7
26	Cc1ccc(/C=N/NC(=O)c2ccccn2)o1	-4	-10	52	-30	-1	13	-2	-0.7	-9	-52
27	CC(NC(=O)COc1cccnc1[N+](=O)[O-])c1ccc(Cl)cc1Cl (configuration not stated)	-2	-5	-19	-5	-1	-10	-1	-0.7	2	19
28	CN(Cc1ccccn1)C(=O)c1ccc2nc(Cc3cccc(Cl)c3)oc2c1	-3	-11	-3	10	-21	16	-2	-4.2	0	3
29	COCCNC(=O)COc1ncnc2ccc(Br)cc12	-7	-3	22	.	-9	-1	-6	-1.5	-1	-22
30	O=C(c1cc(S(=O)(=O)N2CCOCC2)ccc1F)N(Cc1nnc(-c2ccccc2Cl)o1)C1CC1	-1	-2	6	0	-12	-5	1	-0.3	0	-6
31	C=CCn1c(CCNC(=O)c2cccs2)nnc1SCC(=O)Nc1cccc(Cl)c1C	11	2	-23	.	-7	-8	.	-0.3	7	23
32	CCOc1ccc(NC(=O)Cn2sc3nc(C)cc(C)c3c2=O)cc1	.	-5	.	23	9	-2	-3	-3.2	6	.
33	O=C(CN1CCN(S(=O)(=O)c2ccc(F)cc2)CC1)N1CCOCC1	-3	2	3	-4	-18	-7	-5	-0.6	-1	-3
34	Cc1c(C(=O)Nc2cccc(N(C)S(C)(=O)=O)c2)cccc1[N+](=O)[O-]	-21	-3	-7	-11	-14	-3	.	-0.3	-2	7
35	COc1ccccc1N1CCN(c2ccc([N+](=O)[O-])cn2)CC1	0	-6	-21	-4	-4	.	2	-0.4	10	21
36	Cc1ccc(S(=O)(=O)N2CCCC(C(=O)NCCc3ccc4c(c3)OCO4)C2)cc1 (configuration not stated)	0	-1	-8	8	8	11	-2	-0.1	-1	8
37	Nc1nonc1-n1nnc(C(=O)N/N=C/c2cccc(F)c2)c1CN1CCCCCC1	-3	3	.	-1	0	-1	-1	0.5	.	.
38	O=C(Nc1ccc(S(=O)(=O)N2CCCC2)cc1)c1cncc(Br)c1	7	-7	-9	-1	2	15	6	-1.1	1	9
39	CC(=O)OC1CCC2(C)C(=CCC3C2CCC2(C)C3CC3OC4(CCC(C)CN4)C(C)C32)C1 (configuration not stated)	1	-5	1	11	-13	-2	3	-0.6	.	-1
40	C=C(C)CSc1nnc(-c2cccc(S(=O)(=O)N(C)C)c2)n1-c1cc(OC)ccc1OC	-10	-13	-5	26	-9	.	-4	-1.7	5	5
41	O=C(CCNC(=O)c1ccccc1Cl)NCc1ccncc1	4	3	36	7	-2	-10	-1	-1.6	-1	-36
42	COc1cc(C(=O)OCC(=O)N2CCCCC2C)cc(NC(=O)c2cccs2)c1OC (configuration not stated)	7	0	-55	-6	5	10	-3	-4.1	-2	55
43	CCOc1ccc(NC(=O)C2CCN(S(=O)(=O)c3cccnc3)CC2)cc1	.	1	-2	-9	-15	-2	-2	-2.8	8	2
44	CC1CCCC(NC(=O)COC(=O)c2ccc(S(=O)(=O)N3CCOCC3)cc2)C1C (configuration not stated)	-4	6	6	-41	-7	9	-4	.	2	-6
45	CC(C)Cc1ccc(CN2CCCC(NC(=O)c3ccnn3C)C2)cc1 (configuration not stated)	1	-13	10	2	-11	-30	-4	-3.3	2	-10
46	COc1ccc(C(=O)N/N=C/C(C)c2ccccc2)cc1OC (configuration not stated)	-23	-15	7	1	-10	8	-3	-3.7	-4	-7
47	COc1cc(OC)c(OC)cc1CNCC1COc2ccccc2O1 (configuration not stated)	0	-4	7	-9	0	2	.	0.1	2	-7

Copied from above: compounds 42–47
cpd	Compound	Rtt109 HAT inh	dFosB activator	SR-BI DiI-HDL act	PfHsp90 yeast 2	PvdQ inh	MITF TRPM1 HTS	CAL PDZ FP-2	CAL PDZ FP-1	NSD2 HMT inh	SR-BI HDL uptake
42	COc1cc(C(=O)OCC(=O)N2CCCCC2C)cc(NC(=O)c2cccs2)c1OC (configuration not stated)	7	0	-55	-6	5	10	-3	-4.1	-2	55
43	CCOc1ccc(NC(=O)C2CCN(S(=O)(=O)c3cccnc3)CC2)cc1	.	1	-2	-9	-15	-2	-2	-2.8	8	2
44	CC1CCCC(NC(=O)COC(=O)c2ccc(S(=O)(=O)N3CCOCC3)cc2)C1C (configuration not stated)	-4	6	6	-41	-7	9	-4	.	2	-6
45	CC(C)Cc1ccc(CN2CCCC(NC(=O)c3ccnn3C)C2)cc1 (configuration not stated)	1	-13	10	2	-11	-30	-4	-3.3	2	-10
46	COc1ccc(C(=O)N/N=C/C(C)c2ccccc2)cc1OC (configuration not stated)	-23	-15	7	1	-10	8	-3	-3.7	-4	-7
47	COc1cc(OC)c(OC)cc1CNCC1COc2ccccc2O1 (configuration not stated)	0	-4	7	-9	0	2	.	0.1	2	-7

High-throughput results: PubChem, Broad Institute
